From PubChem
Runt-CBFb FRET – inhibitors of RUNX1 Runt–CBFb binding, primary screen, biochemical, FRET, Cerulean-Runt, Venus-CBFb, uHTS; AID 1496, 2009; Runt-related transcription factor 1 (Homo sapiens) + Core-binding factor subunit beta …; inhibition, % at 20 µM; 220,000 tested, 0.46% active; Cerulean-Runt/Venus-CBFb FRET ratio 530/480, 1 h;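 active = inhibition over about 50% at 20 µM in the single-dose screen, limit read from the data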;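 note: 0% = DMSO wells and 100% = excess unlabeled CBFb competitor control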
Target sequence (Q01196 whole entry, looked up): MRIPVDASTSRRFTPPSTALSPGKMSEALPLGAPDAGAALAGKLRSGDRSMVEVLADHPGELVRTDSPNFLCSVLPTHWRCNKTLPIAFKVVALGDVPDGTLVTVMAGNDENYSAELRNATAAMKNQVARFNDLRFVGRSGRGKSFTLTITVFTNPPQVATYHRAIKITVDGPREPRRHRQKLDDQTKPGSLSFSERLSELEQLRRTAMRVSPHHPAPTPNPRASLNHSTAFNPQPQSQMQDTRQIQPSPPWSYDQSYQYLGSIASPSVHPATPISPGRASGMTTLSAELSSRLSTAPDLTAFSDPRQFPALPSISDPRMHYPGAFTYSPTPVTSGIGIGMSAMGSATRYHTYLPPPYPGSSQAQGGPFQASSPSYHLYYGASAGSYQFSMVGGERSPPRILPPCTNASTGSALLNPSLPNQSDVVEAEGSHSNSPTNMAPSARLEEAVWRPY
Target sequence (Q13951 whole entry, looked up): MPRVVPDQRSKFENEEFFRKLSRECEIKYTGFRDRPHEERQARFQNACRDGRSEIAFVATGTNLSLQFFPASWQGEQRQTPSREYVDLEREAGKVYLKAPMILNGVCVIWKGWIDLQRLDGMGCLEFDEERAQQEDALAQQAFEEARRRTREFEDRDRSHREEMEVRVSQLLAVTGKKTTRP
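Doses: 20 µM compound in 1% DMSO | Material: Cerulean-labeled Runt domain protein | Amount: Each fluorescent fusion protein 100 nM | Schedule: Two 1 h room-temperature incubations shielded from light | Measured by: FRET fluorescence | Evaluation: Loss of energy transfer signal | Controls: Unlabeled CBFb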
KLK5 inh – human KLK5 protease inhibitors, primary screen, biochemical, 1536-well. AID 873, 2007. Kallikrein-5 (Homo sapiens), Q9Y337. recombinant hK5, fluorogenic AMC substrate cleavage. inhibition, % at 5 µM. 210,000 tested, 0.59% active;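 active = inhibition of 40% or more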;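 note: 0% = enzyme controls without compound and 100% = no-enzyme blanks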
Target sequence (Q9Y337 67-293 limits assumed): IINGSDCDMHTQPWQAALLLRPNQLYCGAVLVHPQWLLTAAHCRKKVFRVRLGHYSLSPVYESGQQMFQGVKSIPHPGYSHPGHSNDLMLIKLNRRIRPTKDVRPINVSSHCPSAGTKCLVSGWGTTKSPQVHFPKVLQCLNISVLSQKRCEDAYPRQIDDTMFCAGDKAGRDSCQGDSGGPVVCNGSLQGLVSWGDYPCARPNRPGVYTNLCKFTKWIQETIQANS
FXIIa inh – human FXIIa protease inhibitors, primary screen, biochemical, 1536-well; purified FXIIa, Boc-QGR-AMC fluorogenic substrate, 2 h; inhibition, % at 5 µM; 220,000 tested, 0.3% active; AID 800, 2007; in the data active = inhibition above about 40%;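 note: 0% = enzyme with no compound and 100% = blank without enzyme; many of its hits are not listed in these tables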
Hck-Nef inh – inhibitors of Nef-activated human Hck kinase, primary screen, biochemical, Z-Lyte FRET, 384-well, Hck-YEEI; Tyrosine-protein kinase HCK (Homo sapiens), P08631; Recombinant Hck-YEEI plus Nef, Z-Lyte FRET kinase assay; inhibition, % at 20 µM; 220,000 tested, 0.68% active; AID 463187, 2010;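 active = Hck-Nef kinase inhibition above about 50%, limit read from the data; inactive = inhibition below that limit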;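 note: 0% = DMSO with Hck plus Nef and 100% = Hck alone without Nef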
FXIa inh 1536 – human FXIa protease inhibitors, primary screen, biochemical, 1536-well; 220,000 tested, 0.14% active; purified FXIa, Boc-Glu-Ala-Arg-AMC fluorogenic substrate; inhibition, % at 5 µM;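 active = inhibition of at least 40%; inactive = inhibition below 40%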;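 note: fluorescence of freed AMC excited at 355 nm; 0% = enzyme without compound and 100% = no enzyme blank; many of its hits are not listed in these tables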
Wee1 stabilizer – Wee1 degradation inhibitors, primary screen, cell-based, HeLa, Wee1K328M-luciferase, luminescence; HeLa Luc-Wee1K328M stability; 100% = proteasome inhibitor MG132 effect; reporter increase, % at 5 µM; 220,000 tested, 1.2% active;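 active = activation above the mean of all tested compounds plus 3 SD, set per screening run, cut at about 8.8% in these data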;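 note: cells exposed to compound for 20 h before luminescence read; 0% = DMSO alone and 100% = MG132 at 30 µM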
14-3-3 Bad PPI – inhibitors of 14-3-3 zeta/Bad binding, primary screen, biochemical, TR-FRET, bovine 14-3-3 zeta; 220,000 tested, 0.71% active; TR-FRET 14-3-3zeta/Dy647-pBad peptide displacement, 1 h; inhibition, % at 21.7 µM;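 active = inhibition above about 70%, limit read from the data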;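 note: 0% = full 14-3-3 plus peptide FRET controls and 100% = background without 14-3-3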
thrombin 1536 – human alpha-thrombin inhibitors, primary screen, counter-screen for coagulation protease inhibitor project, biochemical, 1536-well, fluorogenic AMC substrate; Boc-VPR-AMC fluorogenic substrate cleavage; inhibition, % at 5 µM; 220,000 tested, 0.26% active;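 active = inhibition at or above 40%; inactive = inhibition below 40%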;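 note: 0% = enzyme with no compound and 100% = wells without enzyme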
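Material: human alpha-thrombin enzyme / Medium: pH 7.5 Tris (50 mM) with NaCl 150 mM, Tween 20 0.05% / Compound: single-point dosing at 5 µM, 0.2% DMSO / Incubation: enzyme reaction carried out at room temperature / Detection: AMC fluorescence, 355/460 nm / Read-out basis: percent inhibition scaled between no-compound controls and no-enzyme blanks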
Runt-SMMHC FRET – inhibitors of RUNX1 Runt–CBFb-SMMHC binding, primary screen, biochemical, FRET, Cerulean-Runt, Venus-CBFb-SMMHC, uHTS; Cerulean-Runt/Venus-CBFb-SMMHC FRET ratio 530/480, 1 h; inhibition, % at 20 µM; 220,000 tested, 0.74% active;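 active = mean inhibition across duplicate retests at 20 µM reaching about 50%, limit read from the data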;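 note: 0% = DMSO wells and 100% = wells with excess untagged CBFb-SMMHC; inhibitors lower the FRET ratio by blocking Runt binding to CBFb-SMMHC; some results filed as inactive read as strong as hits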
The depositor's hits bear a star; . = no result given; [ ] = dose if it differs, or a comment.

smiles	Runt-CBFb FRET	KLK5 inh	FXIIa inh	Hck-Nef inh	FXIa inh 1536	Wee1 stabilizer	14-3-3 Bad PPI	thrombin 1536	Runt-SMMHC FRET
O=c1c(Cc2ccccc2)c(O)ccn1Cc1ccc2c(c1)OCO2	0	-14	-5	5	0	-2	1	-2	3
C=CCn1c(SCC(=O)O)nnc1-c1ccc(C(C)(C)C)cc1	-1	1	1	-1	-4	-2	-4	-5	1
C=CCn1c(NCCO)nc2sc3c(c2c1=O)CCC3	1	-9	10	1	1	-2	12	-1	2
O=C(O)c1ccc(CSc2ccccn2)cc1	-1	4	8	12	-2	0	10	-10	1
O=C(COC(=O)CCN1C(=O)c2cccc([N+](=O)[O-])c2C1=O)NCc1ccccc1	-1	42*	26	-26	38	0	-2	-8	-10
O=C(CCN1C(=O)C2C3C=CC(C3)C2C1=O)NCCc1ccccc1 (stereo not drawn)	0	-25	18	1	-2	-1	-2	0	2
CC(CNC(=O)C1CCCCC1)NC(=O)C1CCCCC1 (stereo not drawn)	-1	-2	3	-1	-2	-1	-1[fluorescence artefact?]	-10	-5
CCOC(=O)c1[nH]c2c(c1-c1ccccc1)C(=O)CC(c1ccc(OC)c(OC)c1)C2 (stereo not drawn)	102*	-8	-2	5	-2	20*	11[fluorescence artefact?]	-2	3
CC1=NN(C(=O)CCc2ccccc2)C(c2ccccc2)C1 (stereo not drawn)	0	-18	-1	-6	-3	-2	3	-2	4
O=C(NC1CCCCCC1)C(=S)NCc1ccccc1	6	-16	-4	20	-3	1	-3	2	-7
CN1C(=O)C2(C(C#N)=C(N)Oc3n[nH]c(-c4ccc(Cl)cc4)c32)c2ccccc21 (stereo not drawn)	1	1	13	-1	-1	2	-3	1	2
CN(C)/C=C/C(=O)c1ncc(C(F)(F)F)cc1Cl	2	-2	13	12	11	-2	-8	-9	-2

Copied from the list:
Value for CN1C(=O)C2(C(C#N)=C(N)Oc3n[nH]c(-c4ccc(Cl)cc4)c32)c2ccccc21 (stereo not drawn) in Hck-Nef inh: -1
Value for C=CCn1c(NCCO)nc2sc3c(c2c1=O)CCC3 in Runt-CBFb FRET: 1
Value for O=C(COC(=O)CCN1C(=O)c2cccc([N+](=O)[O-])c2C1=O)NCc1ccccc1 in KLK5 inh: 42*
Value for O=C(CCN1C(=O)C2C3C=CC(C3)C2C1=O)NCCc1ccccc1 (stereo not drawn) in Runt-SMMHC FRET: 2

(listing goes on)
smiles	Runt-CBFb FRET	KLK5 inh	FXIIa inh	Hck-Nef inh	FXIa inh 1536	Wee1 stabilizer	14-3-3 Bad PPI	thrombin 1536	Runt-SMMHC FRET
COc1ccc(NC(=O)c2ccc([N+](=O)[O-])s2)c([N+](=O)[O-])c1	-1	18	40	-16	7	1	0	-2	-3
CCOCCCNC(=O)C(c1ccc(C)cc1)N(Cc1ccc2c(c1)OCO2)C(=O)c1ccccn1 (stereo not drawn)	-1	1	9	7	2	0	-4	4	-6
O=C(c1cccs1)N1CCN(S(=O)(=O)c2ccccc2)CC1	2	-11	9	-1	3	-2	-3	6	-2
COc1ccc(-c2nc3n(n2)C(c2ccccc2Cl)C(C(N)=O)=C(C)N3)cc1 (stereo not drawn)	1	-8	7	9	3	-2	7	-1	0
Cc1ccc(N2C(=O)C3CC3C2=O)cc1 (stereo not drawn)	0	-4	3	-20	-3	-1	-2	-7	0
NC(=O)CC[C@@H]1NC(=O)[C@H](CO)NC(=O)c2cc([N+](=O)[O-])cc(I)c2NCC[C@@H](C(N)=O)NC(=O)[C@H](Cc2ccc(O)cc2)NC1=O	2	-7	27	-9	17	-3	-1[fluorescence artefact?]	-5	-6
COc1ccc(Cn2c(CCCO)nc3ccccc32)cc1OC	2	-5	-1	-1	-6	-1	3[fluorescence artefact?]	-1	1
O=C(NN=C1CCCCCC1)NC1CCCCC1	-1	-16	12	-8	4	1	0[fluorescence artefact?]	-12	2
O=[N+]([O-])c1ccc(OCC(O)CNCCNc2nccc(C(F)(F)F)n2)cc1 (stereo not drawn)	0	-7	3	1	3	9	1	-5	-2
Cc1nn2c(N3CCN(c4ccccn4)CC3)cc(C(C)C)nc2c1-c1ccccc1	-3	-27	14	-2	4	4	-20	-8	0
C=CCC(CC(O)COCCC)C(=O)NNC(=S)Nc1ccccc1 (stereo not drawn)	4	-8	8	7	-2	-6	-7	0	-1
CC(C)COC(=O)n1c(SCC(=O)N(C)C)nc2ccccc21	0	-5	4	1	-18	0	-5	1	-4
CN(C)CCCNS(=O)(=O)c1ccc(Oc2ncc(C(F)(F)F)cc2Cl)cc1	0	3	9	1	0	-1	-5[fluorescence artefact?]	-2	0
O=C(CCc1nc(-c2ccccc2)no1)NCC1CCCO1 (stereo not drawn)	-2	-3	7	2	-2	1	5	1	-7
CN1CCN(C(CC(=O)Nc2cccc(O)c2)C(=O)O)CC1 (stereo not drawn)	0	.	9	0	4	2	-20	3	1
CC(C)CCc1noc(CN2CCN(c3ccc(Cl)cn3)CC2)n1	-1	.	-1	3	-5	4	0	-3	-3
O=C(C1=C(O)C(=O)N(c2ncccn2)C1c1ccc(F)cc1)c1ccco1 (stereo not drawn)	0	-3	4	11	-2	4	-5	-8	-5
Cc1ccc(-n2c(C)cc(C=C(C#N)C#N)c2C)cc1	-3	-18	5	1	-8	5	-7[fluorescence artefact?]	-17	1
COc1ccc(/C=C(\C#N)C(=O)OCC(=O)Nc2ccc(C(C)(C)C)cc2)cc1	-7	-6	4	-2	-3	2	-2	-4	-3
CN(C)[C@@H](CO)c1nnc([C@H](CCC(=O)O)NC(=O)C2CCNCC2)o1	0	3	10	1	0	-2	-7	0	-1
COc1ccc(NC(=O)Nc2ccc(N3CCOCC3)c3nonc23)c(OC)c1	12	0	6	13	5	5	3	-1	-5
O=C(Nc1ccc(Cl)cc1)Nc1csc([N+](=O)[O-])c1	-1	1	6	4	-1	-1	1	-19	0
CCOC(=O)C1CCCCN1Cc1cc(OC)ccc1OC (stereo not drawn)	0	-1	5	-17	-4	1	91*	-1	2
O=C(CCC1CCCN(C(=O)c2ccc3cc[nH]c3c2)C1)NCc1ccc(F)c(F)c1 (stereo not drawn)	-2	2	7	18	-1	0	-9	-8	3
Cc1onc(-c2ccccc2)c1C(=O)NC(=S)NNC(=O)c1cccnc1	3	-107	11	2	5	1	-6[fluorescence artefact?]	0	2
COc1cc2cc(CN(CCO)S(=O)(=O)c3ccccc3Cl)c(=O)[nH]c2cc1OC	0	15	15	-5	4	-1	4	0	-2
CC(=O)c1cc(-c2ccccc2)n(CC(=O)Nc2ccc(C)c(C)c2)c1C	0	3	11	0	4	5	17[fluorescence artefact?]	-5	1
Nc1ccc2nc(-c3ccccn3)[nH]c2c1	2	-17	14	5	8	-1	25	2	8
CCOC(=O)CSc1nnc(Cn2nnc(-c3ccccc3)n2)n1C	-2	1	-6	-11	-2	-1	2	-5	1
COc1ccc(C(NC(=O)C2CCCCC2)c2c(O)ccc3ccccc23)cc1 (stereo not drawn)	5	-11	7	-1	4	-3	1[fluorescence artefact?]	-6	2
CCOc1cc2[nH]c(=S)n(CCc3ccc(OC)c(OC)c3)c(=O)c2cc1OCC	4	1	5	12	-2	-3	17	-7	3
COc1cc2c(cc1NCc1ccccn1)oc1ccccc12	-1	-22	3	2	0	-1	14	-1	6
Cc1cc(C)c2sc(N)nc2c1	0	-2	4	25	-4	-2	-16	-6	-1
COc1cc(/C=N/N=C(\N)c2nonc2N)cc(OC)c1O	18	-1	3	-20	1	1	3	-7	1
COc1ccc(C(=O)C2CCCN(Cc3cnc(N4CCOCC4)s3)C2)cc1F (stereo not drawn)	2	0	8	26	1	-1	4	1	3
COc1ccc(NC(=O)Nc2ccccc2)cc1S(=O)(=O)N1CCCCC1	2	1	9	25	1	3	-7	-5	0

Two compounds picked at random from the list so far, as already listed:
smiles	Runt-CBFb FRET	KLK5 inh	FXIIa inh	Hck-Nef inh	FXIa inh 1536	Wee1 stabilizer	14-3-3 Bad PPI	thrombin 1536	Runt-SMMHC FRET
COc1ccc(C(=O)C2CCCN(Cc3cnc(N4CCOCC4)s3)C2)cc1F (stereo not drawn)	2	0	8	26	1	-1	4	1	3
COc1cc2cc(CN(CCO)S(=O)(=O)c3ccccc3Cl)c(=O)[nH]c2cc1OC	0	15	15	-5	4	-1	4	0	-2

Next part.
smiles	Runt-CBFb FRET	KLK5 inh	FXIIa inh	Hck-Nef inh	FXIa inh 1536	Wee1 stabilizer	14-3-3 Bad PPI	thrombin 1536	Runt-SMMHC FRET
Cc1nnc(SCc2ccc(Cl)cc2)n1CC1CCCO1 (stereo not drawn)	-1	13	16	3	5	2	-3	-4	-7
Oc1ccc(CN2CCCCC2)nc1-c1ccccc1	-2	-12	19	1	5	1	12	0	-4
CC1CCCN(S(=O)(=O)c2ccc(N(C(=O)c3cnccn3)C(C(=O)NC3CCCCC3)c3cccs3)cc2)C1 (stereo not drawn)	-4	-22	17	3	7	1	-12	3	-2
COc1ccc(NC(=O)CSc2nc3[nH]ncc3c(=O)n2-c2ccccc2OC)cc1OC	0	-16	2	0	-5	-2	3	-9	-2
CCc1cccc2c(C(=O)COC(=O)c3cccc(S(=O)(=O)N(C)C4CCCCC4)c3)c[nH]c12	2	-2	11	1	5	3	-6[fluorescence artefact?]	0	2
CC(C)(C)c1ccc(COn2c(=O)c(-c3ccco3)[n+]([O-])c3ccccc32)cc1	1	9	36	3	22	1	0	6	-11
COc1ccc(-n2c(=S)[nH]c3c(oc4ccccc43)c2=O)cc1	10	-17	4	6	4	3	-1	-11	39
O=C(Nc1cn(-c2ccccc2)nc1-c1cccs1)c1ccco1	-1	-18	5	2	3	-1	-10	-2	2
CCC1=C(C(=O)OC)C(c2cc(OC)ccc2OC)C(C#N)=C(N)O1 (stereo not drawn)	2	0	14	-8	1	-1	-12	0	-8
Cc1nn(-c2ccccn2)c2c1-c1nc(N)ncc1CC2	10	-14	13	1	1	0	3	0	12
CCOC(=O)Nc1nnc(-c2ccc(OC)cc2)s1	-2	-12	4	-1	-5	-3	10	-2	1
CCN(CC)CCNCC(=O)Nc1ccc(Oc2ccccc2)cc1	-1	-1	10	2	0	3	20	0	4
CN(C)CCCNC(=O)CC(c1ccccc1)c1ccccc1O (stereo not drawn)	0	2	0	1	0	-1	4	3	0
CCOC(=O)c1ccc(NC(=O)c2nc[nH]c2C(=O)NCCCCCNC(=O)OC(C)(C)C)cc1	-2	-2	6	26	1	.	-4	-1	-4
CCC1c2ccc(C)n2CCN1C(=O)Nc1ccc(F)cc1 (stereo not drawn)	6	-2	6	2	-6	-1	-7	-3	-2
